Screens as filed in PubChem BioAssay.
ELG1 genotoxic – induces genotoxicity in HEK293T cells with luciferase-tagged ELG1; HEK293T ELG1-luciferase reporter, luminescence, 16 h; Potency, µM (series often up to 46 µM), for the others: top-dose activity change, positive = activation, actives largely listed as activators; 330,000 compounds, 1.3% hits; further: potency means the concentration at half of the fitted maximal effect; % of control where 0% means no effect; nearly all actives have a fitted effect of over 60% in size
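Reporter readout depends on ELG1 protein level, which increases with genetic stress. After 16 hr compound exposure at 37 °C, luciferase activity was quantified using ONE-Glo.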
Giardia killer – Giardia lamblia killing. Giardia lamblia trophozoite viability. activity change, % at 7.66 µM, hits read low. 340,000 compounds, 0.15% hits; in the data active means activity change below about -80%; inconclusive means between about -30% and that limit;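 further: parasites exposed to compound for two days anaerobically before the ATP read; on the % scale 0 is the no-effect control and ±100 the full control effect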
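Giardia trophozoites, 100 cells per well, were exposed to compounds for 48 hrs at 37 deg C under anaerobic conditions; viability was then read as ATP content by bioluminescence after 15-30 min at room temperature.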
Rab9 prom act – activates the Rab9 promoter. Potency, µM (top dose mostly 9.22 µM), for the others: top-dose activation, negative = inhibition, usual class: activators. Huh7 Rab9 promoter-luciferase reporter, luminescence, 24 h. AID 485297. 320,000 compounds, 2.8% hits; further: potency means the concentration at half of the fitted maximal effect; % of control where 0% means no effect; nearly all actives have a fitted effect of over 60% in size
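Luminescence read-out: Huh7 cells stably expressing Rab9-luciferase, treated 24 h with compound at 37 °C, then lysed with luciferase reagent for 10 min at ambient before reading.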
Menin MLL FP TR – menin-MLL binding inhibition, Texas Red mutant peptide. Potency, µM (doses to about 61.6 µM), without a hit: at the top dose FP activity change, negative = inhibition, most hits filed as inhibitors. Menin + Texas Red MLL mutant peptide, fluorescence polarization. 270,000 compounds, 0.23% hits; active means well fitted inhibition curve with a large enough effect in the polarisation, with a control signal flat, not every such curve was filed as active; inconclusive means small, poorly fitted or top-dose-only effect, or effect the other way, or a change in a side signal; inactive means no such curve, though single readings can be large or run the other way; the % refers to the polarisation; further: potency means the concentration at half of the fitted maximal effect; % of control where 0% means no effect; many of its hits are not listed in these tables
PKM2 activator – activators of human pyruvate kinase M2; AID 1631; P14618; Potency, µM (top dose mostly 57.5 µM), for inactives: at the top dose activation, actives largely listed as activators; 260,000 compounds, 0.34% hits; purified PKM2, Kinase-Glo ATP luminescence, activation; response scale: 0% is enzyme alone, no compound; further: potency means the concentration at half of the fitted maximal effect; on the % scale 0 is the no-effect control and ±100 the full control effect; nearly all actives have a fitted effect of over 55% in size
Target sequence (P14618 whole entry, looked up): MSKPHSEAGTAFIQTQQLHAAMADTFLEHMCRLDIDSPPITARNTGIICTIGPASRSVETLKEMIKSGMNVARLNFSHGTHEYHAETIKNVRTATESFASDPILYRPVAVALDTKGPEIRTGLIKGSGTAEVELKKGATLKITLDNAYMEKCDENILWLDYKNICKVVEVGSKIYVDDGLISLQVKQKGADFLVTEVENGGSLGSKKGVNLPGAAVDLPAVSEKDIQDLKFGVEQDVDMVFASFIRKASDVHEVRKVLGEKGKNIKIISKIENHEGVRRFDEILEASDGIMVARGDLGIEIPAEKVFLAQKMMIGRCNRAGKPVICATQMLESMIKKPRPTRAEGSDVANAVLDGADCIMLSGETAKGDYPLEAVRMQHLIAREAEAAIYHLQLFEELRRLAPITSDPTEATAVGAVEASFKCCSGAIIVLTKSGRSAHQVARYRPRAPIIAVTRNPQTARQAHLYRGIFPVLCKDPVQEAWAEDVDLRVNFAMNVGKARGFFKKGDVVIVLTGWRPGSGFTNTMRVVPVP
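Purified hPK-M2 (>95%) run at intermediate activity with 0.1 mM ADP and 0.5 mM PEP in 50 mM imidazole pH 7.2, KCl, MgCl2; 1 h room temperature. ATP formed read by Kinase-Glo luminescence; normalized to uninhibited and no-enzyme controls.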
Gal4-VP16 FLuc – Gal4-VP16 reporter inhibition counter-screen; Drosophila S2 Gal4-VP16 UAS-luciferase, luminescence, 20 h; 310,000 compounds, 3.5% hits; Potency, µM (titrated, usually from 53.6 µM), for the others: at the highest dose activity, negative = inhibition, most hits filed as inhibitors;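 further: Gal4-VP16 expression switched on by copper sulfate through the metallothionein promoter; potency means the concentration at half of the fitted maximal effect; on the % scale 0 is the no-effect control and ±100 the full control effect; nearly all actives have a fitted effect of over 50% in size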
NPC1 promoter act – NPC1 promoter activation; Huh7 NPC1 promoter luciferase reporter, 24 h; Potency, µM (doses to about 9.22 µM), without a hit: at the highest dose activation, usual class: activators; 320,000 compounds, 2.4% hits;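 further: potency means the concentration at half of the fitted maximal effect; % of control where 0% means no effect; nearly all actives have a fitted effect of over 60% in size; reporter is driven by a mutant NPC1 promoter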
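Luciferase expression driven by the NPC1 promoter was measured in stably transfected Huh7 cells after a 24 h compound incubation, using a luciferase reagent and a luminescence read.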
RORgamma inh – inhibitors of mouse ROR gamma transcriptional activity; P51450; Drosophila S2 Gal4-RORgamma UAS-luciferase reporter, 20 h; Potency, µM (top dose mostly 53.6 µM), without a hit: at the highest dose activity change, negative = inhibition, hits mostly inhibitors; 310,000 compounds, 5.4% hits; AID 2551; further: potency means the concentration at half of the fitted maximal effect; on the % scale 0 is the no-effect control and ±100 the full control effect; nearly all actives have a fitted effect of over 60% in size
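Drosophila S2 cells stably expressing Gal4-DBD/mouse RORγ fusion under metallothionein promoter plus UAS-luciferase; compound 1 h, then 700 uM CuSO4 induction for 20 h at ambient temperature; inhibition read as reduced luminescence.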
BRCA1 expr up – BRCA1 expression activation; AID 624202; MCF7-BRCA1-FFLuc reporter, luminescence, 48 h; response scale: scaled: vehicle 0%, 10 µM genistein 100%; 380,000 compounds, 1.1% hits; Potency, µM (doses to about 46.1 µM), for the others: at the top dose activation, most hits filed as activators; further: potency means the concentration at half of the fitted maximal effect; nearly all actives have a fitted effect of over 80% in size; some results filed as inactive show a strong effect at the top dose
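First, MCF7-BRCA1-FFLuc cells (2000/well) attach for 2 h; next, compounds are pin-added and incubated 48 h at 37 °C; finally, luciferase reagent is added and luminescence read after 15 min.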
p53 reactivation – mutant p53 re-activation in reporter cells. AID 504706. Potency, µM (top dose mostly 92.2 µM), for the others: at the top dose activity change, positive = activation, hits mostly activators. 320,000 compounds, 0.063% hits. H1299 p53-A138V BP100-luciferase reporter, luminescence, 24 h; further: potency means the concentration at half of the fitted maximal effect; % of control where 0% means no effect; nearly all actives have a fitted effect of over 45% in size
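H1299 (p53-null), stable ts p53-A138V + BP100-Luc; 1000 cells/well, Opti-MEM/10% FBS; cpd 4 pt, 1:5; 24 h, 37 deg C, 5% CO2; detection reagent 10 min RT; luminescence.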
FLuc modulator – inhibits or activates purified firefly luciferase, miR-21 counter-screen; 360,000 compounds, 6.9% hits; Potency, µM (series often up to 57.5 µM), for the others: at the top dose activity change, negative = inhibition, actives largely listed as inhibitors; P08659; purified FLuc, Km substrates, luminescence inhibition;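 further: potency means the concentration at half of the fitted maximal effect; plate controls were vehicle for no effect and reference inhibitor for full effect; nearly all actives have a fitted effect of over 55% in size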
Target sequence (P08659 whole entry, looked up): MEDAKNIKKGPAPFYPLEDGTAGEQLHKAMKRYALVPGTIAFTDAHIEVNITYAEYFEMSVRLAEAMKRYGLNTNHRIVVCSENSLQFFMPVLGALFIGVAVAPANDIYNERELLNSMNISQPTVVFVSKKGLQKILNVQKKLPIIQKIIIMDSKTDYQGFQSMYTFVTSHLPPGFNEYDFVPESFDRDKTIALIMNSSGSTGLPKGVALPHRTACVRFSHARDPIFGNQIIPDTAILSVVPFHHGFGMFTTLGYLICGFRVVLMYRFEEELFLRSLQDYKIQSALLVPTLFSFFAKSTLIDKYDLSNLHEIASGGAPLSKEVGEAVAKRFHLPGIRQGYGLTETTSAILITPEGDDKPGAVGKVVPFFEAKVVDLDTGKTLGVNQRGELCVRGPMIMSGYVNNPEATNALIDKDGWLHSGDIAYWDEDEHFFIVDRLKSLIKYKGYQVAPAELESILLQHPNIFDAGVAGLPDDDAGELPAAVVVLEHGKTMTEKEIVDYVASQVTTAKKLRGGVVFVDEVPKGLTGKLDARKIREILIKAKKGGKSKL
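Purified P. pyralis luciferase, 10 nM final, with Km-level 10 uM D-luciferin and 10 uM ATP in 50 mM Tris acetate pH 7.5, 10 mM Mg acetate, 0.01% Tween-20, 0.05% BSA; 6-point qHTS titration about 60 µM downward; luminescence read.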
* hit, by the source's call; ? = inconclusive; . = not tested or not shown; [ ] = remark or other dose. Unless noted, the call rests on the fitted dose curve; in most records, active means well fitted curve in the direction sought with a large enough effect; inconclusive means small, poorly fitted or top-dose-only effect, or another doubt; inactive means no such curve, though single readings can be large; an effect the other way counts as inactive or inconclusive. This is a subset; count on the stated rates, not on these rows.

molecule,ELG1 genotoxic,Giardia killer,Rab9 prom act,Menin MLL FP TR,PKM2 activator,Gal4-VP16 FLuc,NPC1 promoter act,RORgamma inh,BRCA1 expr up,p53 reactivation,FLuc modulator
CCCCN1C2CCCC1CC(NC(=O)C1CCCCC1)C2 (centres undefined),0%,2,-1%,-12%,1%,-1%,-2%,-12%,8%,8%,-2%
COc1ccc(CN(Cc2cc3cc(C)ccc3[nH]c2=O)C(=O)N(C)C)cc1,-4%,1,3%,-15%,2%,0%,-2%,23%,-28%,-3%,2%
COc1ccc(C2C(C(=O)c3ccc(C)o3)=C(O)C(=O)N2c2cc(C)on2)cc1OC (centres undefined),1%,-13,2%,-18%,5%,1%,-1%,-2%,10%,7%,-2%
COc1cccc(-c2noc(C3CCCN(C(=O)c4ccc(F)cc4)C3)n2)c1 (centres undefined),1%,6,7%,0%,-2%,24%,6%,-3%[1.91 µM],9%,.,?
C=C(C)CNC(=S)Nc1cccc2cnccc12,-3%,-7,-5%,.,-28%,-23%,1%,-18%,-26%,-5%,-8%
Cc1cccc(C)c1OCCn1nnc2ccccc21,0%,-7,-3%,6%,1%,8%,1%,42%,11%,7%,0%
CC(=O)NCCn1c(SCc2ccc(C)cc2)nc2ccccc2c1=O,-4%,-6,-25%,-23%,-9%,-3%,-7%,12%,0%[1.84 µM],-18%,5%
O=C(NNC(=O)c1cccs1)c1ccc(Br)cc1,?,-9,17%,17%,3%,-2%,17%,0%,13µM*,13%,?
O=C(c1ccncc1)N1CCc2ccccc2C1,1%,0,-2%,.,2%,0%,1%,9%,-20%,4%,0%
COc1ccc(-c2ccnc(-c3ccc(OCCCF)cc3)n2)cc1,-4%,-8,1%,?,3%,3%,-7%,-15%,-63%,3%,?
O=C(c1ccc(F)c(S(=O)(=O)N2CCOCC2)c1)N1CCc2ccccc21,-6%,5,5%,1%,4%,11%,0%,?,-12%,-1%,3%
CS(=O)(=O)c1ccc(Cl)c(NC(=O)CCCc2nc3ccccc3c(=O)[nH]2)c1,11%,-2,0%,.,.,.,-2%,.,2%,-3%,-2%
CCCCNC(=O)Oc1cccc(N2CCCC2=O)c1,5%,1,0%,-1%,-10%,0%[0.365 µM],0%,2%,2%,9%,-8%
O=C(Nc1ccc(S(=O)(=O)N2CCCCCC2)cc1)c1[nH]ncc1[N+](=O)[O-],?,.,?,.,-5%,?,?,41%,.,-56%[inhibitor],17µM*
C=CCOn1c(=O)c(-c2cccs2)[n+]([O-])c2ccccc21,1%,4,2%,-1%,-6%,0%,-3%,27%,-40%,10%,-2%
O=C(O)c1ccc(-c2nc(-c3ccc(Cl)cc3)cs2)cc1,19%,-8,0.32µM*,31%[activator],-1%,-16%,?,-10%,139%,11%,0.95µM*
O=C(CN(CC1CCCO1)C(=O)CNS(=O)(=O)c1ccc(F)cc1)NCc1ccc(F)cc1 (centres undefined),-7%,4,-4%,.,.,0%,4%,-2%,0%,-3%,2%
C=CCN=C1SCC(=O)N1S(=O)(=O)c1ccc(C)cc1,-2%,-2,-5%,-5%,-1%,2%,0%,-9%,-13%,?,-2%
CCn1c(C2CCN(S(=O)(=O)c3ccc(OC)cc3)CC2)n[nH]c1=S,-5%,-24,-6%,2%,17%,12%,-4%,-22%,-21%,-2%,-2%
NS(=O)(=O)c1ccc(NC(=O)COC(=O)c2c3c(nc4ccccc24)/C(=C\c2ccc4c(c2)OCO4)CCC3)cc1,-3%,-7,3%,?,-12%,-15%,-4%,?,-78%,19%,?

Profiles, quoted from the list:
Results for `C=CCN=C1SCC(=O)N1S(=O)(=O)c1ccc(C)cc1` → ELG1 genotoxic: -2%; Giardia killer: -2; Rab9 prom act: -5%; Menin MLL FP TR: -5%; PKM2 activator: -1%; Gal4-VP16 FLuc: 2%; NPC1 promoter act: 0%; RORgamma inh: -9%; BRCA1 expr up: -13%; p53 reactivation: ?; FLuc modulator: -2%
Results for `CCCCN1C2CCCC1CC(NC(=O)C1CCCCC1)C2` (centres undefined) → ELG1 genotoxic: 0%; Giardia killer: 2; Rab9 prom act: -1%; Menin MLL FP TR: -12%; PKM2 activator: 1%; Gal4-VP16 FLuc: -1%; NPC1 promoter act: -2%; RORgamma inh: -12%; BRCA1 expr up: 8%; p53 reactivation: 8%; FLuc modulator: -2%

The listing continues.
molecule,ELG1 genotoxic,Giardia killer,Rab9 prom act,Menin MLL FP TR,PKM2 activator,Gal4-VP16 FLuc,NPC1 promoter act,RORgamma inh,BRCA1 expr up,p53 reactivation,FLuc modulator
COCCCN1C(=O)C(=O)/C(=C(/O)c2ccc(S(=O)(=O)N3CCCCC3)cc2)C1c1cccc(OC)c1 (centres undefined),-2%,3,4%,?,0%,7%,-2%,-22%,10%,3%,1%
CC(=O)c1cc(F)ccc1OCC(=O)N1CCCc2ccccc21,-1%,9,7%,-6%,-3%,-3%,11%,0%,2%,17%,?
Cc1ccc(C(=O)COC(=O)CCN2C(=O)C3C4C=CC(C5CC45)C3C2=O)cc1 (centres undefined),0%,-3,-6%,.,.,-2%,-2%,0%,17%,15%,?
Cc1cc(C(=O)Nc2ccc3c(c2)CCC3)c2ccccc2n1,0%,4,-8%,-3%,-2%,-7%,0%,31%,-1%,-1%,4%
Cc1ccc(C(=O)NCCc2ccc(S(=O)(=O)N3CCCC3)cc2)cc1,-2%,-1,3%,8%,2%,6%,-7%,20%,-16%,-4%,-1%
O=C(O)C1CCCN1S(=O)(=O)c1cccc(S(=O)(=O)N2CCCC2C(=O)O)c1 (centres undefined),6%,-8,-10%,1%,0%,-2%,2%,-9%,-7%,.,4%
CN(CC(=O)Nc1ccccc1C(F)(F)F)C(=O)COc1ncnc2ccccc12,8%,3,-7%,-11%,0%,2%,1%,10%,0%,4%,-2%
COC(=O)[C@H](CC(C)C)NS(=O)(=O)N(Cc1ccccc1)[C@@H](CC(C)C)C(=O)OC,-1%,6,1%,.,.,.,-4%,.,-24%,6%,5%
CCOc1ccc(-c2cnc3n2CCCCC3)cc1,-6%,-3,-1%,-1%,2%[11.5 µM],?,2%,11µM*,-6%,-9%,0%
Cc1ccc(S(=O)(=O)Nc2nc(-c3ccc(F)cc3)cs2)cc1,0%,20,1%,.,8%,3%,-4%,7%,-25%,12%,-17%
CC(C)CC1NC(=O)N(CC(=O)Nc2ccc(OC(F)F)cc2)C1=O (centres undefined),-2%,-7,-6%,.,.,.,-3%,.,-2%,-8%,-2%
C/C(=C\c1ccccc1)CN1CCC(C(=O)N2CCCCC2)CC1,-1%,1,-6%,-10%,-3%,5%,-3%,-12%,-9%,-4%,1%
Cc1nc(N)c(Cc2ccc(Cl)cc2Cl)c(N)n1,-4%,25,-10%,2%,4%,?,-9%,26%,-16%,7%,-2%
N#CC[C@H](Cc1ccccc1)N1CC[C@@H](O)CCC1=O,2%,-4,-1%,1%,0%,0%,0%,-11%,1%,.,1%
CC(=O)Nc1ncc(Cc2cccc(Cl)c2Cl)s1,4%,1,1%,?,1%,-1%,-8%,-13%,-2%,9%,0%
Cc1cc(C)c2c(N)c(C(=O)c3ccc(Cl)c(Cl)c3)sc2n1,8%,-7,24%,-5%,3%,7%,22%,22%,25%,-1%,6%

4 compounds out of the list, sorted by formula weight, descending:
molecule,ELG1 genotoxic,Giardia killer,Rab9 prom act,Menin MLL FP TR,PKM2 activator,Gal4-VP16 FLuc,NPC1 promoter act,RORgamma inh,BRCA1 expr up,p53 reactivation,FLuc modulator
O=C(O)C1CCCN1S(=O)(=O)c1cccc(S(=O)(=O)N2CCCC2C(=O)O)c1 (centres undefined),6%,-8,-10%,1%,0%,-2%,2%,-9%,-7%,.,4%
C=CCN=C1SCC(=O)N1S(=O)(=O)c1ccc(C)cc1,-2%,-2,-5%,-5%,-1%,2%,0%,-9%,-13%,?,-2%
CC(=O)Nc1ncc(Cc2cccc(Cl)c2Cl)s1,4%,1,1%,?,1%,-1%,-8%,-13%,-2%,9%,0%
Cc1cccc(C)c1OCCn1nnc2ccccc21,0%,-7,-3%,6%,1%,8%,1%,42%,11%,7%,0%
